Bioassay records as filed in PubChem BioAssay.
GLS inhibitor – qHTS for Inhibitors of Glutaminase (GLS); Glutaminase kidney isoform, mitochondrial (Homo sapiens), O94925; GLS enzymatic activity, qHTS titration; 0.21% of 410,000 active; AID 624170, 2012; Potency, µM (titrated, usually from 45.5 µM), for the others: at the highest dose activity change, negative = inhibition, actives largely listed as inhibitors; further: potency means the concentration at half of the fitted maximal effect; on the % scale 0 is the no-effect control and ±100 the full control effect
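Read-out is an Amplex red fluorescence increase coupled through glutamate oxidase and HRP, measured before and after 30 min room-temperature incubation. hKGA is in 45 mM KH2PO4 (pH 8.2) with 0.02% Tween-20; glutamine added as 1mM solution.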
Pin1 inhibitor – qHTS Assay to Find Inhibitors of Pin1 | AID 504891, 2011 | Peptidyl-prolyl cis-trans isomerase NIMA-interacting 1 (Homo sapiens), Q13526 | 0.009% of 390,000 active | Potency, µM (series often up to 115 µM), without a hit: at the highest dose activity, negative = inhibition, actives largely listed as inhibitors | Pin1 FP peptide displacement, HiFluor488, 10 min; active means well fitted inhibition curve with a large enough effect in the polarisation, with a control signal flat, not every such curve was filed as active; inconclusive means small, poorly fitted or top-dose-only effect, or effect the other way, or a change in a side signal; inactive means no such curve, though single readings can be large or run the other way; the % refers to the polarisation; further: potency means the concentration at half of the fitted maximal effect; on the % scale 0 is the no-effect control and ±100 the full control effect
Target sequence (Q13526 whole entry, looked up): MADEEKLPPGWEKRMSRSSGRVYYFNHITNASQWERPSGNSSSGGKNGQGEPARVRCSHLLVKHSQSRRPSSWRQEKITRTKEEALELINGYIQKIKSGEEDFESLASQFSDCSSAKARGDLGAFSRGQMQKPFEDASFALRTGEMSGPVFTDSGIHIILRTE
ERG-DNA inh – qHTS for Small Molecule Inhibitors of the ERG Ets/DNA interaction; Potency, µM (highest dose often 76.9 µM), for inactives: at the top dose FP activity, negative = inhibition, usual class: inhibitors; 0.028% of 370,000 active; AID 624246, 2012; Transcriptional regulator ERG (Homo sapiens), P11308; fluorescence polarization, His-ERG Ets domain / labelled DNA; active means well fitted inhibition curve with a large enough effect in the polarisation, with a control signal flat; inconclusive means small, poorly fitted or top-dose-only effect, or effect the other way, or a change in a side signal; inactive means no such curve, though single readings can be large or run the other way; the % refers to the polarisation;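 further: polarization taken with two DNA probes labelled with fluorescein and Texas red; potency means the concentration at half of the fitted maximal effect; % of control where 0% means no effect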
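His-tagged ERG Ets domain (1 uM in the protein solution; 300mM KCl, 50mM Tris-HCl, 1mM EDTA, 1mM DTT, pH 7.5) received compound, then a probe mix of 5 nM fluorescein-DNA and 100nM Texas-615-DNA. Fluorescence polarization was read for both dyes.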
G9a inh – qHTS Assay for Inhibitors of Histone Lysine Methyltransferase G9a | G9a H3K9 monomethylation, AlphaScreen, 2 h | Histone-lysine N-methyltransferase EHMT2 (Homo sapiens), Q96KQ7 | Potency, µM (highest dose often 102 µM), inactives show top-dose activity, negative = inhibition, actives largely listed as inhibitors | AID 504332, 2011 | 8.8% of 350,000 active; further: potency means the concentration at half of the fitted maximal effect; on the % scale 0 is the no-effect control and ±100 the full control effect; nearly all actives have a fitted effect of over 75% in size
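Enzyme 20 nM + cpd, 15 min RT; add b-H3K9 pep 500 nM / SAM 20 uM; 2 h RT; anti-H3K9me1 Ab 0.5 ug/mL + SA donor / anti-rabbit acceptor beads 20 ug/mL each, 10 min; AlphaScreen read.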
Tb PGK inh – qHTS Assay to Find Inhibitors of Phosphoglycerate Kinase; PGK/GAPDH coupled, Kinase-Glo luminescence, 60 min; Potency, µM (highest dose often 57.5 µM), for the others: top-dose activity change, negative = inhibition, usual class: inhibitors; 0.043% of 380,000 active; AID 602233, 2012; further: potency means the concentration at half of the fitted maximal effect; on the % scale 0 is the no-effect control and ±100 the full control effect; nearly all actives have a fitted effect of over 60% in size
Target sequence (P07378 whole entry, looked up): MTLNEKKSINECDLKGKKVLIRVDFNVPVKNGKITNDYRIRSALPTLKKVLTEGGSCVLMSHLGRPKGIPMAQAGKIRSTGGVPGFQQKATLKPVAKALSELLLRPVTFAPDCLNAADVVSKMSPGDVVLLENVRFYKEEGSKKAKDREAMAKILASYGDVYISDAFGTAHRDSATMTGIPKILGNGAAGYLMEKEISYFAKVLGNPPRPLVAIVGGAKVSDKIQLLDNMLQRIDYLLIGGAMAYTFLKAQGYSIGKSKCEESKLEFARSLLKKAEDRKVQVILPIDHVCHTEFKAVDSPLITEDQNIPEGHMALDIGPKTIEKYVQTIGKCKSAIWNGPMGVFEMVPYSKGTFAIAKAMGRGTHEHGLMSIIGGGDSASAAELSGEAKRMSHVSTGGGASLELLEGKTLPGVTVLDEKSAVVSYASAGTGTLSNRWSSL
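Recombinant glycosomal PGK reaction used 1,3-bisphosphoglycerate generated in-well by GAPDH (100nM final) in 100mM TEA pH 7.6, 5mM MgCl2, 0.01% Tween-20. After 60 minutes at room temperature, ATP was read by Kinase-Glo Plus luminescence end-point.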
JMJD2A Tudor inh – qHTS Assay for Inhibitors of JMJD2A-Tudor Domain; Lysine-specific demethylase 4A (Homo sapiens), O75164; AlphaScreen JMJD2A-Tudor / H3K4me3 peptide binding; Potency, µM (highest dose often 114 µM), for the others: at the top dose activity change, negative = inhibition, usual class: inhibitors; 4.4% of 390,000 active; AID 504339, 2011; further: potency means the concentration at half of the fitted maximal effect; on the % scale 0 is the no-effect control and ±100 the full control effect; nearly all actives have a fitted effect of over 50% in size
BAZ2B block – qHTS Assay for Inhibitors of BAZ2B. Bromodomain adjacent to zinc finger domain protein 2B (Homo sapiens), Q9UIF8. Potency, µM (series often up to 114 µM), without a hit: top-dose activity change, negative = inhibition, usual class: inhibitors. 4.4% of 360,000 active. AlphaScreen BAZ2B-H3K14Ac peptide displacement; further: potency means the concentration at half of the fitted maximal effect; on the % scale 0 is the no-effect control and ±100 the full control effect; nearly all actives have a fitted effect of over 60% in size
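AlphaScreen displacement: compounds (up to 110uM) incubated 30 min at room temperature with a preformed 50 nM BAZ2B/50 nM biotinylated H3K14Ac peptide complex in PBS pH 7.4 with Tween-20. Donor and acceptor beads at 10 ug/mL final added, 20 min light-protected before reading.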
HP1b binding inh – HTS for Inhibitors of HP1-beta Chromodomain Interactions with Methylated Histone Tails. Potency, µM (highest dose often 114 µM), for the others: at the top dose activity change, negative = inhibition, actives largely listed as inhibitors. Chromobox protein homolog 1 (Homo sapiens), P83916. AID 540317, 2011. AlphaScreen HP1-beta / biotin-H3K9me3 peptide binding. 0.56% of 390,000 active; further: potency means the concentration at half of the fitted maximal effect; nearly all actives have a fitted effect of over 70% in size; inactives centre near 23
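AlphaScreen: HP1-beta (50 nM) preformed 30 min with biotin-H3(1-18)K9me3 peptide (50 nM) in PBS pH 7.4, 0.01% Tween-20. Compound added for 30 min at RT, then streptavidin donor/nickel chelate acceptor beads (10 ug/mL) for 30 min.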
PI4K2A inh – qHTS for small molecular inhibitors of PI4K2A; purified PI4K2A, ADP-Glo luminescence, 1 h; active compounds read low; 0.13% of 420,000 active; activity change, negative = inhibition, % at 76.9 µM; AID 1346378, 2018; Phosphatidylinositol 4-kinase type 2-alpha (Homo sapiens), Q9BTU6; in the data active means activity change below about -50%; inconclusive means mostly about -30% to -49%;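 further: -100% = wells without enzyme as full effect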
Target sequence (Q9BTU6 whole entry, looked up): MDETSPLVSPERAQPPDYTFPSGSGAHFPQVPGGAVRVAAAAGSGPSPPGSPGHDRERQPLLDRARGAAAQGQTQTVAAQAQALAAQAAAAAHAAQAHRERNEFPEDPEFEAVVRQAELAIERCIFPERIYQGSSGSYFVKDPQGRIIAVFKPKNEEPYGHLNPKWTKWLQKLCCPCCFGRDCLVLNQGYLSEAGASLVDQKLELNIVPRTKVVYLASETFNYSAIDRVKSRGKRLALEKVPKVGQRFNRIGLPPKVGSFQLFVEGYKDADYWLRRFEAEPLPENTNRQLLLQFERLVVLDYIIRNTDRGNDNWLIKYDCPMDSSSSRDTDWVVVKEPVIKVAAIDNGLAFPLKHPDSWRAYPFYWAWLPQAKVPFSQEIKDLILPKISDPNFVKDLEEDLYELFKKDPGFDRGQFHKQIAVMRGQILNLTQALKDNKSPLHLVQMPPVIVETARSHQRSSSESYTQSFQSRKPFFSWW
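Compounds are screened against recombinant PI4K2A using PI as substrate and ATP, the latter dispensed at 300 microM. Reactions run one hour at ambient temperature before ADP-Glo detection; full inhibition defined by wells lacking enzyme.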
* hit, by the source's call; i = inactive; ? = inconclusive; . = no result given; [ ] = remark or other dose. Unless noted, the call rests on the fitted dose curve; in most records, active means well fitted curve in the direction sought with a large enough effect; inconclusive means small, poorly fitted or top-dose-only effect, or another doubt; inactive means no such curve, though single readings can be large; an effect the other way counts as inactive or inconclusive.

#	GLS inhibitor	Pin1 inhibitor	ERG-DNA inh	G9a inh	Tb PGK inh	JMJD2A Tudor inh	BAZ2B block	HP1b binding inh	PI4K2A inh	SMILES
1	14%	6%	-2%	17%	6%	-8%	-6%	11%	4	COc1ccc(CC(NC(C)=O)C(=O)NC2CCN(S(=O)(=O)c3ccc(NC(C)=O)cc3)CC2)cc1 (centres undefined)
2	-12%	-13%	7%	-41%[59 µM]	1%	-1%	-2%	14%	5	CN(Cc1ccccc1)Cc1c(O)ccc2c(=O)c(-c3ccccc3)c(C(F)(F)F)oc12
3	1%	-14%	-3%	10%	-8%	-11%	3%	-14%	-1	CCCNS(=O)(=O)c1ccc(OCC(=O)NCC2CCCO2)cc1 (centres undefined)
4	0%	?	0%	?	6%	-21%	-17%	-4%	-1	COc1ccccc1/C=C/C(=O)NCC(=O)N/N=C/c1ccc2c(c1)OCO2
5	-12%	25%	.	?	0%	-11%	12%	14%	2	CCCCN(C(=O)c1oc2ccc(OCC)cc2c1C)c1c(N)n(CCCC)c(=O)[nH]c1=O
6	4%	-4%	0%	19%	-1%	-6%	-20%	13%	1	COC(=O)c1cc2c(C)nn(C)c2s1
7	18%	7%	0%	5%	-3%	-9%	-38%	23%	5	CN1CC(=O)NC1=NC(=O)C12CC3CC(CC(C3)C1)C2
8	1%	-5%	9%	-4%[12.7 µM]	7%	-15%	-3%	24%	0	Cc1cccc(NC(=O)c2ccc(S(=O)(=O)N3CCCCC3)cc2)c1
9	-5%	14%	-6%	7%[12.7 µM]	-9%	-17%	-39%	12%	-8	CC(/C=C/c1ccccc1)=N/NC(=O)CNC(=O)c1ccc2c(c1)OCO2
10	4%	4%	0%	?	11%	-15%	-5%	23%	-1	Cc1nn(Cc2cccc(C(=O)NCC(C)C)c2)c(C)c1Br
11	5%	-5%	-3%	-10%	-3%	-1%	-6%	43%[activator]	6	Cc1cc(=O)[nH]c(N)n1
12	3%	10%	.	16%[59 µM]	i	26%	13%	73%[activator]	13	Cc1cc(C)cc(Cn2ncc(Cl)c(Cl)c2=O)c1
13	20%	?	.	-6%[0.501 µM]	-8%	-15%	-31%	6%	1	CC1CCCCN1CCNC(=O)C1CCN(S(=O)(=O)N2CCCCC2)CC1 (centres undefined)
14	-13%	?	15%	?	-4%	?	?	-5%	-4	O=C1/C(=C\c2ccc(Br)o2)Cc2ccccc21
15	6%	0%	-1%	0%[12.7 µM]	-4%	-4%	8%	16%	-1	CNS(=O)(=O)c1ccc(Oc2ccc(S(=O)(=O)NC)cc2)cc1
16	9%	11%	-13%	?	2%	-1%	-21%	28%	-9	Cc1cc(C)n2c(SCC(=O)N3CCN(S(=O)(=O)c4ccc(Cl)cc4)CC3)nnc2n1
17	-1%	-2%	8%	3%[59 µM]	4%	10%	3%	54%[activator]	3	CC1CCCC(C)N1C(=O)COC(=O)C12CC3CC(CC(Cl)(C3)C1)C2 (centres undefined)
18	9%	0%	7%	.	-8%	-10%	42%[activator]	129%[activator]	4	CCC(C(=O)Nc1ccccc1-c1ccccc1)c1ccccc1 (centres undefined)
19	-2%	-3%	-8%	-1%[59 µM]	-2%	-14%	-9%	33%	1	CCSc1nnc(NC(=O)c2cc(=O)c3cc(C)ccc3o2)s1
20	-2%	-2%	9%	26%[59 µM]	2%	-15%	5%	29%	2	CN1C(C(=O)NCCc2cccs2)CC2Cn3c(nc4cc(Cl)c(Cl)cc43)C21 (centres undefined)
21	5%	3%	-3%	7%[59 µM]	0%	-24%	-2%	17%	-2	Cc1ccc(NC(=O)[C@@H]2CCCN2S(=O)(=O)c2ccccc2C(F)(F)F)cc1S(=O)(=O)N1CCOCC1
22	4%	2%	-20%	.	-6%	-19%	.	17%	-4	COc1cc(C(=O)Nc2cc(S(=O)(=O)N3CCOCC3)ccc2N2CCOCC2)cc(OC)c1C
23	18%	0%	-2%	18%[59 µM]	0%	-25%	1%	47%	3	COc1ccccc1N1CCN(C(=O)C2CCN(S(=O)(=O)c3ccc(F)cc3)CC2)CC1
24	0%	-3%	-9%	-38%	i	-18%	-18%	20%	1	Nc1cc(Oc2ccc(F)cc2F)cc([N+](=O)[O-])c1
25	-3%	-3%	4%	-4%	-8%	-32%[57.1 µM]	-25%	?	8	CC(=O)Nc1cccc(NC(=O)c2ccc3[nH]c(C)c(C)c3c2)c1
26	0%	-2%	10%	-5%	-14%	-24%	1%	27%	4	COc1cc(C(=O)Nc2nc3ccccc3[nH]2)ccc1OC(F)F
27	0%	-1%	1%	6%	i	-12%	-25%	75%[activator]	-1	COc1ccc(-n2ncc3c2CC(C)(C)CC3NC(=O)CCn2nc(C)cc2C)cc1 (centres undefined)
28	-24%	0%	-15%	40µM*	i	-30%	?	6%	5	CCN(CC)C(=O)c1csc(Nc2cccc3ccccc23)n1
29	1%	?	3%	?	7%	-3%	0%	44%[activator]	-2	CC(C)c1cc(N2CCN(C(=O)c3ccco3)CC2)n2c(nc3ccccc32)c1C#N
30	4%	-4%	-6%	5%	-9%	-10%	-14%	21%	-5	CC(=O)N1c2ccc(S(=O)(=O)N3CCC(C(=O)Nc4ccc(F)cc4)CC3)cc2CC1C (centres undefined)
31	0%	22%	6%	-14%	-3%	-26%	-1%	0%	0	Cc1cccc(N2CCN(C(=O)C3CCC(CNS(=O)(=O)c4cccs4)CC3)CC2)c1C (centres undefined)
32	?	?	7%	18µM*	-6%	?	56µM*	-18%	-4	Cc1ccc2c(nc3s/c(=C\c4ccc(-c5ccccc5C(=O)O)o4)c(=O)n32)c1C
33	-4%	1%	-14%	-12%[59 µM]	i	-27%	-14%	34%	0	C[C@@H](NC(=O)c1nc[nH]c1C(=O)N[C@@H](Cc1ccccc1)C(=O)OCc1ccccc1)c1ccccc1
34	0%	1%	-5%	?	3%	-12%	-7%	32%	-3	O=C(NC1CCN(Cc2ccccc2)CC1)c1ccccc1Cl
35	4%	14%	-1%	20%[2.33 µM]	i	-9%	7%	10%	-7	COc1ccccc1C(=O)NC(=O)COC(=O)Cn1[nH]c(=O)c2ccccc2c1=O
36	0%	1%	-3%	.	-9%	0.89µM*	.	-27%[57 µM]	4	O=C(CN1CCC(NC(=O)C2CCCCC2)CC1)Nc1ccccc1
37	-4%	9%	-3%	0%[59 µM]	0%	-7%	-21%	50%[activator]	4	COc1ccccc1OC(C)C(=O)Nc1ccc(-c2nc3ccccc3s2)cc1 (centres undefined)
38	5%	7%	5%	5%	10%	-9%	2%	29%	12	CCOc1cc(/C=C(\C#N)C(N)=O)ccc1OCc1c(C)no[n+]1[O-]
39	11%	16%	0%	1%[59 µM]	i	-11%	6%	26%[57 µM]	-4	CNC(=O)c1c(NC(=O)c2ccc(S(=O)(=O)N3CCCCC3)cc2)sc2c1CCC2
40	6%	-5%	6%	9%	-3%	-11%	1%	29%	0	CCOC(=O)N1CCC(NC(=O)CCC(=O)N2CC(C)Oc3ccc(C)cc32)CC1 (centres undefined)
41	11%	-8%	-5%	2%[0.501 µM]	-10%	-18%	1%	46%[activator]	1	COc1ccc(NS(=O)(=O)c2cccc(C(=O)NNC(=O)CNC(=O)c3ccc(C)cc3)c2)cc1
42	-2%	9%	-10%	-9%[59 µM]	-5%	-11%	-12%	24%	1	COCCCNC(=O)c1c(NC(=O)Cc2coc3cc(C)cc(C)c23)sc2c1CCCC2
43	-1%	2%	17%	.	-1%	-10%[11.4 µM]	-1%	50%[activator]	2	COc1ccccc1C(=O)NCCC(=O)Nc1cccnc1
44	0%	4%	1%	-1%[59 µM]	-6%	10%	3%	36%	2	Cc1ccc(NC(=O)C2CCCN2C(=O)NC2CCCCC2)c(C)c1 (centres undefined)
45	2%	0%	-4%	5%	7%	0%	-1%	24%	1	CCOc1ccccc1NC(=O)c1ccccc1NC(=O)c1ccco1
46	4%	-7%	-3%	4%	0%	-6%	-2%	32%	-20	COc1ccc(F)cc1S(=O)(=O)n1nnc2ccccc21
47	9%	0%	8%	-20%[59 µM]	i	-19%	-29%	27%	-2	CC1CCN(S(=O)(=O)c2ccc3c(c2)oc(=O)n3CC(=O)NCc2ccc(F)cc2)CC1
48	22%	-8%	-1%	11%	13%	-8%	-25%	13%	-5	Cn1nc(C(=O)N2CCN(c3ccc(F)cc3)CC2)c2c1-c1ccccc1S(=O)(=O)C2
49	-4%	-2%	-4%	.	-2%	-12%	.	24%	-1	COc1ccccc1NC(=O)COc1ccc(C(=O)NCC2CCCO2)cc1OC (centres undefined)
50	11%	1%	13%	-20%	i	-13%	-9%	10%	-5	O=C(c1cc(=O)[nH]c2ccccc12)N1CCN(c2ccccc2)CC1
51	-2%	10%	-2%	-20%	i	-23%	-7%	12%	1	CCn1c(SCC(=O)Nc2nc(-c3ccc(C)cc3)cs2)nnc1-c1ccccc1
